Source: PubChem
Rpn11 block: blocks the human proteasome subunit Rpn11; calls only at 20 µM; AID 588493; human 26S proteasome, Ub4-pepOG fluorescence polarization; 20S core pre-blocked with epoxomicin; 360,000 compounds, 0.59% hits;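 active means inhibition at 20 µM, scaled to each plate's controls, above about 33%, limit read from the data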
Target sequence (O00487 whole entry, looked up): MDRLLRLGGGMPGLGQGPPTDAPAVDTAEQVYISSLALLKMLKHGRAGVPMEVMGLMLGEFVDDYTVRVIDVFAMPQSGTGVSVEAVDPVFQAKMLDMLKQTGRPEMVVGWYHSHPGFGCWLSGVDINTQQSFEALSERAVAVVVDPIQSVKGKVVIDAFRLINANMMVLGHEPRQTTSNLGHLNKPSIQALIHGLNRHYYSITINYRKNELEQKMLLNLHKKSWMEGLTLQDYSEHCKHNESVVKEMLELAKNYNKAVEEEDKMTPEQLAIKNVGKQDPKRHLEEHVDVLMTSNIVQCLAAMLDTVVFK
CSN inh: blocks human CSN-mediated cullin deneddylation | Q92905 | Purified CSN, SCF-Nedd8-OG deneddylation, fluorescence polarization | inhibition, % at 12.5 µM | 360,000 compounds, 0.38% hits;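 active means pattern-corrected inhibition above about 35%, with an unprinted fluorescence ratio check between 0.5 and 1.5, limit read from the data, passing the limit was not always enough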;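 further: 0% = enzyme with substrate and 100% = substrate without enzyme; some results filed as inactive read as strong as hits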
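assay system = purified human Csn5 enzyme expressed in HEK293T cells | amount = 0.24 nM enzyme | buffer or medium = Tris/NaCl/DTT buffer, pH 7.5 | reagent = 10 nM SCFSkp2-Nedd8OG | compound = one concentration, 12.5 µM, 0.25% DMSO | times = 90 min reaction at room temperature | signal = FP | read-out basis = % inhibition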
LMPTP inh: blocks human LMPTP phosphatase; recombinant LMPTP-A, OMFP fluorogenic substrate, fluorescence intensity; inhibition, % at 20 µM; 360,000 compounds, 0.22% hits; AID 651560;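 active means compounds that cut the enzyme signal by at least half of the control window in the single-dose screen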;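 further: plate controls were DMSO wells with enzyme plus substrate for no effect and substrate without enzyme for full effect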
Target sequence (P24666 whole entry, looked up): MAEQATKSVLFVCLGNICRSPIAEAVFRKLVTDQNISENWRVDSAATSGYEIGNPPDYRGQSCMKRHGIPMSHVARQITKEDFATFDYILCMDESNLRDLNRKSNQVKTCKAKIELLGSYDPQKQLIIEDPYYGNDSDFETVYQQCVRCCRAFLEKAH
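Test system: LMPTP-A phosphatase enzyme. Amount: LMPTP-A at 0.625 nM final in the reaction. Reagent: OMFP substrate, 400 µM final. Times: 50 min at room temperature. Signal: endpoint fluorescence intensity from OMFP dephosphorylation. Read-out basis: % inhibition. Benchmarks: no-enzyme and uninhibited controls.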
DNMT1 block: blocks human DNA methyltransferase DNMT1; P26358; 360,000 compounds, 0.83% hits; DNMT1 molecular beacon, Hinp1I cleavage, fluorescence; inhibition (reported as % activation of signal), % at 10 µM; in the data active means inhibition above about 50%
NadD block: blocks S. aureus nicotinate mononucleotide adenylyltransferase; purified NadD enzyme, colorimetric absorbance read-out; inhibition, % at 20 µM; 360,000 compounds, 0.78% hits; in the data active means inhibition above about 26%; further: some compounds past the cut are filed as inactive
PABP1 MLLE inh: inhibitors of microRNA-mediated deadenylation, human PABP1 MLLE binding; P11940; GST-MLLE / FITC-PAM2 fluorescence polarization; inhibition, % at 20 µM; 360,000 compounds, 0.36% hits; AID 588489; in the data active means inhibition above about 35%, passing the limit was not always enough;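 further: plate controls were DMSO wells with GST-MLLE for no effect and wells lacking GST-MLLE protein for full effect; some results filed as inactive read as strong as hits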
Target sequence (P11940 whole entry, looked up): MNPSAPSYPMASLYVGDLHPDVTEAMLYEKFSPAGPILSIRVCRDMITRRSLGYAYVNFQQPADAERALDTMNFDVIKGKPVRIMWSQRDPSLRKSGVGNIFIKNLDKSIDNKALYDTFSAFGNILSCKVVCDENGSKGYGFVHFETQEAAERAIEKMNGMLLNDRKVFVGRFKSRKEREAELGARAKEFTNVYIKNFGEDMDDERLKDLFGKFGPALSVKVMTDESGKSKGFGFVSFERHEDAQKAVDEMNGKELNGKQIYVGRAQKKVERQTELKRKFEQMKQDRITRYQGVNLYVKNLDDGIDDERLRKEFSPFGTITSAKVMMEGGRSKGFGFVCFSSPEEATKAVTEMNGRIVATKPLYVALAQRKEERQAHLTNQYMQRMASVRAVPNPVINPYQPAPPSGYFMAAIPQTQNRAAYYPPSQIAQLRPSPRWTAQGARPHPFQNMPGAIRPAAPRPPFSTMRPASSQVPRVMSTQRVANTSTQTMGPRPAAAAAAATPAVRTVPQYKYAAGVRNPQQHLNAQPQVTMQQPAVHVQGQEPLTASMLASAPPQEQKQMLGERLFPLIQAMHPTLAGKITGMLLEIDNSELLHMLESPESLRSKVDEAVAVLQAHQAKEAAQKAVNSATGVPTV
Tb MetRS inh: Trypanosoma brucei MetRS inhibition; purified T. brucei MetRS, ATP depletion, Kinase-Glo luminescence; inhibition, % at 11.9 µM; 360,000 compounds, 0.4% hits;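 active means inhibition above a per-plate cutoff of the control wells' mean inhibition plus 3 SD, cut at about 5.5% in these data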;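 further: 0% = DMSO wells median and 100% = median of wells with control inhibitor compound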
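technique = Kinase-Glo luminescence, ATP depletion format | system = purified MetRS (methionyl-tRNA synthetase) enzyme from Trypanosoma brucei | timing = 15 min preincubation, 2 h reaction, all 25 °C | evaluation = percent inhibition versus plate control medians | dosing = single dose, 11.9 µM final nominal, 0.9% final DMSO | also added = substrates ATP, L-methionine and bulk Escherichia coli tRNA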
STEP inh: blocks human striatal-enriched tyrosine phosphatase. P54829. recombinant STEP, OMFP fluorogenic substrate, fluorescence. inhibition, % at 20 µM. 360,000 compounds, 0.25% hits;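 active means inhibition at 20 µM, scaled per plate between control wells, above about 37%, limit read from the data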;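 further: 0% = DMSO with enzyme and substrate and 100% = substrate only without enzyme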
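Also added – OMFP at 25 µM · Test system – STEP tyrosine phosphatase · Technique – FITC-channel fluorescence of OMFP product · Schedule – 20 min at room temperature, dark · Evaluation – control-normalized % inhibition with plate pattern correction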
Scp-1 inhibitor: blocks human Scp-1 phosphatase activity. 340,000 compounds, 0.88% hits. AID 493091. inhibition, % at 20 µM. Recombinant Scp1, phosphopeptide, malachite green phosphate absorbance. Q9GZU7;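 active means inhibition above about 50% at 20 µM, limit read from the data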;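 further: plate controls were DMSO wells with enzyme for no effect and wells lacking enzyme for full effect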
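Test system: SCP-1 phosphatase catalytic domain, residues 76-261 | Compound dosing: One concentration, 20 µM, with 1.0% DMSO | Schedule: 45 min room-temperature reaction, 5 min colour, 30 min stabiliser | Detection: Absorbance at 630 nm | Read-out basis: % inhibition of SCP-1 phosphate liberation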
SUMO1-SIM PPI: modulators of human SUMO1-mediated protein-protein interactions | SUMO1 binding to a labelled peptide, TR-FRET, 1 h | 360,000 compounds, 0.33% hits | P63165 | inhibition, % at 20 µM; in the data active means inhibition above about 37%
Active calls of the source: *; i = inactive; x = no result given.

SMILES	Rpn11 block	CSN inh	LMPTP inh	DNMT1 block	NadD block	PABP1 MLLE inh	Tb MetRS inh	STEP inh	Scp-1 inhibitor	SUMO1-SIM PPI
COC(=O)C(CCSC)NC(=O)c1cccc([N+](=O)[O-])c1 (stereo not drawn)	i	-2.3	-1.3	2.6	0.3	8.2	0.1	0.2	-1.5	-18.1
CCOc1ccc(N/C(=N/c2nc(C)cc(C)n2)NC(C)=O)cc1	i	2.5	-0.3	-2.2	-0.2	9.6	-0.9	3.5	-3.5	3.6
CCN(C[C@H]1N[C@@](CC)(C(=O)OC)[C@H]2C(=O)N(C)C(=O)[C@@H]12)C(=O)Nc1ccccc1	i	0.7	-0.5	-1.7	-3.6	9.6	0.4	0.7	-1.9	3.6
Cc1csc(SCC(=O)Nc2sccc2C(N)=O)n1	i	2.5	0.8	5.7	-3.3	4.8	-1.2	0.1	6.1	2.4
COc1cccc(CN2CCN(C(=O)c3cc(-c4ccncc4)nc4ccc(C)cc34)CC2)c1	i	4.4	0.8	-2.3	-3.5	-16.1	-0.2	-0.2	-7.1	-3.9
CCN(CC)S(=O)(=O)c1cc(NC(=O)CN2C(=O)NC(C)(c3ccccc3)C2=O)ccc1C (stereo not drawn)	i	1.5	-0.1	-1.7	-5.4	-2.3	0.5	-0.4	-12.4	-3.9
CCCS(=O)(=O)c1c(S(=O)(=O)CCC)c2cc(CC)ccn2c1C(=O)OC	i	-0.7	0.9	-2.9	-2.4	2.4	-1.2	2.4	-0.3	-1.3
COc1ccc(S(=O)(=O)N2CCOCC2)cc1NC(=O)CN1C(=O)NC2(CCCC2)C1=O	i	1.6	-0.4	8.7	0.8	-32.2	-0.1	-3.9	-1.4	-3.2
CC(C)COc1cccc(C(=O)Nc2ccc(S(=O)(=O)N3CCOCC3)cc2)c1	i	-1.7	2.5	-3.1	-7.8	2.6	-1.2	1.3	-3.8	5.1
CC(=O)c1cccc(OCc2cc(C(=O)NC3CCN(Cc4ccccc4)CC3)no2)c1	i	-3.8	-1.2	0.4	-6.1	-7.4	0.3	0.8	-4.7	1.1
CCSc1nnc(NC(=O)CSc2nc3c(c(=O)n2C)SC(C)C3)s1 (stereo not drawn)	i	-0.8	0.4	0.8	5.0	7.6	-0.3	0.9	-2.5	1.6
Cc1nn(-c2ccccc2)c2c1C1(C(=O)N3c4c(cccc41)C(C)CC3(C)C)C(C#N)=C(N)O2 (stereo not drawn)	i	-0.2	-0.4	-21.3	0.3	17.2	0.0	-0.3	-17.4	5.6
COc1ccc2nc(/N=C(\N)NC(=O)N3c4ccccc4Sc4ccccc43)nc(C)c2c1	i	2.6	1.1	-2.8	6.4	5.9	0.6	3.5	6.0	-4.1
Cc1ccccc1Nc1nc(-c2cccnc2)nc2ccccc12	i	0.5	6.5	-5.2	6.0	-9.2	-0.6	-2.5	-9.1	4.5
CCOC(=O)c1c(C)[nH]c(C)c1C(=O)COC(=O)c1cccnc1SC	i	-7.0	0.6	3.9	-6.1	-4.3	-0.4	-1.6	-4.9	-1.1
CC(C)c1nn2c(=O)cc(COc3cccc(NC(=O)c4ccco4)c3)nc2s1	i	0.7	0.0	1.5	-5.3	7.0	-0.2	-0.7	-6.2	4.6
Cc1ccc(N2C(=O)CC(n3ccnc3)C2=O)cc1C (stereo not drawn)	i	5.6	-2.8	3.9	1.8	-8.7	-0.1	-0.3	-5.2	4.0
O=C(NC(=S)NCc1ccccc1)c1ccc(Br)cc1	i	0.2	2.6	-5.2	-4.2	25.4	0.0	0.6	-7.2	5.2
O=C(CCC(=O)N1CCSc2ccccc21)NCc1ccccc1	i	-3.2	0.3	-0.5	-1.7	-11.8	-1.2	10.1	-8.0	-0.6
COc1ccc(CNC(=O)C(c2ccncc2)N(C(=O)Cc2cccs2)c2cccnc2)cc1 (stereo not drawn)	i	2.6	0.3	0.9	0.2	-8.2	0.5	1.7	0.8	-3.1
COc1ccccc1-c1cccc([C@@H]2C[C@H]3[C@@H](CN2)CON3C)c1	i	-0.8	-0.4	-0.3	0.9	-12.9	0.0	1.2	-8.3	2.0
O=C(Nc1nc(-c2ccc(Cl)cc2)cs1)C1=COCCO1	i	0.9	1.9	-2.2	-6.3	15.3	-0.6	1.7	-2.3	-3.3
CCCCn1nc2cc(C(=O)NCc3ccccc3OC)ccc2c1OCC	i	-1.3	-1.8	3.5	-8.9	-2.2	0.1	-1.7	0.6	-4.2
CCn1c(=NC(=O)c2cccc(N3C(=O)CCC3=O)c2)sc2c(OC)ccc(OC)c21	i	3.1	3.0	-3.9	3.6	1.7	-0.3	1.5	-8.4	-13.9
CCOc1ccccc1N(CC(=O)Nc1cccc2ccccc12)S(C)(=O)=O	i	2.6	2.5	-1.9	-1.1	2.6	2.5	-2.6	-11.4	0.9

(list continues)
SMILES	Rpn11 block	CSN inh	LMPTP inh	DNMT1 block	NadD block	PABP1 MLLE inh	Tb MetRS inh	STEP inh	Scp-1 inhibitor	SUMO1-SIM PPI
CCn1c(C(=O)O)c(CC(=O)N(C)c2ccc(OC)cc2OC)c2ccccc21	i	-4.3	0.0	1.5	0.7	-7.9	1.0	1.7	-11.0	-2.2
COc1ccc(OC)c(C2C(C(=O)c3cccs3)=C(O)C(=O)N2CCN(C)C)c1 (stereo not drawn)	i	-3.1	-1.7	-4.7	-0.7	-0.9	-1.5	2.8	-6.9	-1.8
Cc1c(C(=O)Nc2nnc(C(F)(F)F)s2)oc2ccccc12	i	-1.0	-2.4	4.3	-0.8	-2.9	0.5	-3.9	-2.7	2.4
CCOC(=O)C1=C(C)N(CCCCCC(=O)O)C(=O)NC1c1ccc(Br)cc1 (stereo not drawn)	i	2.7	4.8	-2.2	7.0	2.3	0.0	0.5	-8.2	20.4
CC1(C)CC(=O)C(CC(=O)c2ccccc2)=C(NN=C(N)N)C1	i	0.9	-1.4	0.0	-2.6	2.7	-0.4	-1.5	x	2.5
O=C(C[C@@H]1C/C=C\CC[C@H](Cc2ccc(F)cc2)C(=O)OC[C@@H]2CCCN2C1=O)N[C@H](CO)Cc1ccccc1	i	2.1	5.6	-3.2	-6.1	6.9	0.7	3.6	8.2	4.2
COc1ccc(/C=N/n2c(C)nc3sc(C)c(C)c3c2=O)cc1OC	i	12.7	0.5	2.3	-6.2	-13.8	-0.2	-1.5	-1.4	0.6
COc1ccc(NC(=O)CSCC(=O)Nc2ccccc2N2CCCC2)cc1	i	1.6	-0.5	-1.2	-1.5	17.3	-0.7	-1.4	1.4	0.7
CN=C1SC(CC(=O)Nc2ccc(F)cc2F)C(=O)N1/N=C/c1ccc(OC(F)F)c(OC)c1 (stereo not drawn)	i	1.8	-0.1	16.4	-7.7	-2.6	0.0	-1.6	-12.4	-5.5
CC(C)CNC(=O)C(=O)NN=C1CCCCCC1	i	-2.3	-0.5	-7.5	4.4	5.4	0.7	-0.7	0.0	-2.5
COc1ccc(C2c3ccc(O)cc3Oc3ncn4nc(-c5cccnc5)nc4c32)cc1OC (stereo not drawn)	i	0.6	3.2	-15.8	8.2	-14.9	1.1	2.4	-12.9	-3.3
CCO[C@H]1OC(C(=O)N2CCOCC2)=C[C@@H](c2ccc3c(c2)OCO3)[C@@H]1CCCO	i	3.1	3.4	3.8	5.5	-0.1	0.1	3.1	-3.5	2.2
Cc1nn(C)c(=S)[nH]c1=S	i	-0.8	0.4	0.1	4.8	14.3	-0.6	-0.4	6.0	-9.1
CC1=CCC2C(=O)N(c3ccc(C)cc3)C(=O)C2C1 (stereo not drawn)	i	6.3	-0.6	-1.1	1.6	-4.9	-1.0	-1.7	-5.5	-3.4
CC(NC(=O)c1cccs1)c1ccc(Br)cc1 (stereo not drawn)	i	0.0	-1.5	1.3	-8.1	-10.2	-0.3	-0.9	-14.2	-0.6
CCOC(=O)C(=O)Nc1nnc(COc2ccccc2)s1	i	4.7	-0.3	1.0	4.7	1.8	0.9	1.6	-2.3	-2.9
N/C(=N\OC(=O)COc1ccc(Br)cc1)c1cccnc1	i	-2.3	-1.7	2.2	0.9	-2.2	-0.1	-0.5	-6.5	0.1
CC(=O)Nc1ccc(NS(=O)(=O)c2ccc(C)cc2)cc1[N+](=O)[O-]	i	0.6	0.7	-4.1	-0.7	-8.7	1.4	-0.4	-6.6	-26.7
Cc1csc(NC(=O)C2CCN(C(=O)c3ccccc3C)CC2)n1	i	1.2	-0.3	-4.0	4.3	-1.6	-0.5	-0.4	-0.8	-1.7
CC1CC(NC(=O)C2(C)CC2(Cl)Cl)CC(C)(C)C1 (stereo not drawn)	i	-1.9	-0.1	0.1	-13.3	8.5	-0.2	1.0	-12.8	-3.5
CSCC[C@H](CO)NC(=O)[C@H]1O[C@@H](n2cnc3c(N)ncnc32)[C@H](O)[C@@H]1O	i	2.6	-1.0	7.8	-1.6	-0.7	0.1	0.2	x	3.0

Seven entries from above, sorted by SMILES length, descending.
SMILES	Rpn11 block	CSN inh	LMPTP inh	DNMT1 block	NadD block	PABP1 MLLE inh	Tb MetRS inh	STEP inh	Scp-1 inhibitor	SUMO1-SIM PPI
O=C(C[C@@H]1C/C=C\CC[C@H](Cc2ccc(F)cc2)C(=O)OC[C@@H]2CCCN2C1=O)N[C@H](CO)Cc1ccccc1	i	2.1	5.6	-3.2	-6.1	6.9	0.7	3.6	8.2	4.2
CCO[C@H]1OC(C(=O)N2CCOCC2)=C[C@@H](c2ccc3c(c2)OCO3)[C@@H]1CCCO	i	3.1	3.4	3.8	5.5	-0.1	0.1	3.1	-3.5	2.2
CN=C1SC(CC(=O)Nc2ccc(F)cc2F)C(=O)N1/N=C/c1ccc(OC(F)F)c(OC)c1 (stereo not drawn)	i	1.8	-0.1	16.4	-7.7	-2.6	0.0	-1.6	-12.4	-5.5
COc1ccc(NC(=O)CSCC(=O)Nc2ccccc2N2CCCC2)cc1	i	1.6	-0.5	-1.2	-1.5	17.3	-0.7	-1.4	1.4	0.7
Cc1c(C(=O)Nc2nnc(C(F)(F)F)s2)oc2ccccc12	i	-1.0	-2.4	4.3	-0.8	-2.9	0.5	-3.9	-2.7	2.4
CC1CC(NC(=O)C2(C)CC2(Cl)Cl)CC(C)(C)C1 (stereo not drawn)	i	-1.9	-0.1	0.1	-13.3	8.5	-0.2	1.0	-12.8	-3.5
CC1=CCC2C(=O)N(c3ccc(C)cc3)C(=O)C2C1 (stereo not drawn)	i	6.3	-0.6	-1.1	1.6	-4.9	-1.0	-1.7	-5.5	-3.4
